# Screening data from PubChem BioAssay.
# PGC1a acetyl inh: PGC1a acetylation modulation, inhibitor mode | U2OS PGC1a acetylation, AlphaScreen anti-acetyl-lysine; with virally co-expressed GCN5 acetyltransferase | inhibition, % at 15.6 µM | 0.17% of 350,000 active;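 active means every replicate shows inhibition of at least 40%; inconclusive means mean inhibition at least 40% but some replicate below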;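 further: 0% = neutral control wells and 100% = positive control wells; some results beyond the cut were filed as inactive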
# LGR2 antag: Drosophila LGR2 receptor signaling inhibition; 0.35% of 380,000 active; inhibition, % at 9.99 µM; HEK293 LGR2, CRE-luciferase, bursicon-stimulated, 4 h; AID 720647;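 active means drop in luminescence signal, shown as inhibition above about 50% in the replicate tests, limit read from the data, passing the limit was not always enough; inconclusive means probably only some replicates passing the limit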;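 further: agonist challenge used bursicon conditioned medium at about half maximal strength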
# Statin myotox sup: suppressors of simvastatin-induced myotoxicity in C2C12 myotubes; 0.78% of 330,000 active; ATP luminescence, 48 h; scaled: DMSO 0, geranylgeraniol control 100; rescue of ATP level, % at 7.49 µM;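 active means mean ATP rescue above about 67%, or every replicate alone reaching that limit, limit read from the data, passing the limit was not always enough; inconclusive means no clear call, values can overlap the other calls; inactive means mean under the limit and some replicate under it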;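 further: myotubes were challenged with 10 µM simvastatin during compound exposure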
# ERAP1 inh: ERAP1 (human) enzyme inhibition; recombinant ERAP1, Leu-AMC fluorescence, 60 min; inhibition, % at 10.7 µM; 0.15% of 340,000 active; AID 652197;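 active means mean replicate inhibition of at least 30%, or all replicates individually reaching that 30% level; inactive means mean below 30% and not every replicate reaching it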;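 further: 0% = neutral control wells and 100% = L-leucinethiol positive control wells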
# Cneo AK release: causes C. neoformans cell lysis. adenylate kinase release luminescence, 4 h; normalised: neutral wells 0, clomiphene wells 100. lysis activity, % at 15 µM. 0.2% of 360,000 active;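 active means mean lysis activity across replicates of at least 80%, whatever share of replicates individually reach that level; inactive means mean lysis activity below 80%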
#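 Test system: log-phase Cryptococcus neoformans yeast cells; Quantity: yeast cell density of 5 × 10^6 cells/mL; Buffer or medium: YPD; Doses: single compound concentration per well; Timing: 4 h at 37 °C static, read 1 h later; Measured by: AK luminescence; Read-out basis: lysis from increased AK signal; Control set: Clomiphene as positive control.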
# S100A4 inh HTS: inhibitors of human S100A4 binding to myosin IIA peptide; P26447; S100A4/TAMRA-MyoIIA peptide fluorescence polarization; inhibition, % at 10.7 µM; 0.14% of 360,000 active; AID 652163;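 active means mean inhibition of at least 70% across replicates, with every replicate also reaching that level; inconclusive means mean inhibition reaches 70% but some replicates fall short; inactive means mean inhibition below 70%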
# Target sequence (P26447 whole entry, looked up): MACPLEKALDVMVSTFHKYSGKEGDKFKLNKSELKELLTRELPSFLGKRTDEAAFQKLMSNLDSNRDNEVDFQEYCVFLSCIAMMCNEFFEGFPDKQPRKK
#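 Material: human S100A4 monomer with TAMRA-labelled myosin IIA peptide; buffer or medium: HEPES pH 7.2 with CaCl2, KCl, NaCl, DTT, Triton; compound dosing: one concentration per compound; schedule: 5 min incubation before reading; benchmarks: neutral control DMSO, positive control TFP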
# SIRT5 inh: inhibitors of human sirtuin-5 desuccinylase; inhibition, % at 15 µM; 1.1% of 330,000 active; AID 652115; Purified SirT5, succinyl-peptide AMC, trypsin-coupled fluorescence; Q9NXA8; in the data active means inhibition above about 15%; inconclusive means no clear call, values can overlap the other calls
# Target sequence (Q9NXA8 whole entry, looked up): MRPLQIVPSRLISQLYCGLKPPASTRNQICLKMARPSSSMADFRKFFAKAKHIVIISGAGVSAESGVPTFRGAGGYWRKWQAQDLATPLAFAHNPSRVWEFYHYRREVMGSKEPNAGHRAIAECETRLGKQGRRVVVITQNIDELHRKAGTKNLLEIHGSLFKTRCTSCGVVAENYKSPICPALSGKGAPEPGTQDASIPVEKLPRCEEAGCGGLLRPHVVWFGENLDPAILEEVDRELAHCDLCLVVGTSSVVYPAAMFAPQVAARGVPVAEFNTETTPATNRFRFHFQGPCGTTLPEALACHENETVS
# XiGFP reactiv: reactivates the inactive X chromosome in mouse fibroblasts; AID 743238; activation, % at 7.58 µM; XiGFP mouse fibroblasts, % GFP-positive cells imaging, 3 d; cells co-treated with 5-aza-dC sensitizer; scaled so ellipticine positive control = 100%; 0.055% of 360,000 active;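 active means mean normalized replicate activation at least 10% and every replicate at or above 10%; inconclusive means only one of the two criteria met; inactive means mean below 10% and not all replicates reach 10%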;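 further: 0% = median of on-plate neutral control wells and 100% = ellipticine 6 µM median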
#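 System: XiGFP fibroblasts, SV40-immortalized. Medium: DMEM plus 5-aza-dC sensitizer. Doses: single point. Timing: 3 d treatment, 15 min room-temperature fixation. Control set: ellipticine 6 µM.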
# Starred values were filed as active, the others as inactive; ? = inconclusive; / = not tested or not shown; & = joins results of further samples. Some of the compounds tested; rates above refer to the full screens.
SMILES,PGC1a acetyl inh,LGR2 antag,Statin myotox sup,ERAP1 inh,Cneo AK release,S100A4 inh HTS,SIRT5 inh,XiGFP reactiv
NC(=O)c1ccc(NC(=O)CSc2nnc(-c3ccncc3)n2Cc2ccco2)cc1,11.2,6.5,/,-2.9,-2.6,-1.7,2.9,-0.2
COc1ccccc1CN(C)C(=O)C(c1ccccc1)c1ccccc1,/,9.7,-0.5,1.3,-2.8,1.4,-2.0,0.3
COc1ccc(C(=O)N2CCN(S(=O)(=O)c3ccc4c(c3)OCCO4)CC2)cc1OC,3.8,3.1,8.9,1.5,1.3,-7.3,1.0,0.2
C[C@@H]1CCCCO[C@@H](CN(C)S(C)(=O)=O)[C@H](C)CN([C@H](C)CO)C(=O)c2cc(NS(=O)(=O)c3ccccc3)ccc2O1,16.8,-8.6,-36.3,-0.4,-4.2,-2.3,3.0,0.2
CCC(=O)Nc1ccc2c(c1)C(=O)N(C)C[C@H](OC)[C@@H](C)CN(C(=O)c1ccccc1F)[C@H](C)CO2,-2.0,2.1,-6.9,-0.6,-2.7,11.7,-15.3,0.4
COC(=O)c1c(NC(=O)c2ccc([N+](=O)[O-])o2)sc2c1CCN(C(C)C)C2,/,-0.5,5.4,4.4,-0.1,0.4,-0.2,-0.1
CC(C)CC#Cc1ccc([C@H]2[C@H](CO)N3C(=O)CN(S(=O)(=O)c4cccc(F)c4)C[C@@H]23)cc1,-4.3,30.9,/,/,/,/,2.5,0.2
CCCc1cn(CC[C@H]2CC[C@@H](NS(=O)(=O)c3ccc(-c4ccccc4)cc3)[C@H](CO)O2)nn1,1.2,-28.2,10.8,-1.0,40.5,2.4,1.4,-0.1
COc1ccc(CN2C[C@@H](CO)O[C@@H](n3cnc4c(NCc5ccc(F)cc5)ncnc43)C2)cc1,8.0,15.1,81.3*,1.2,0.5,2.0,/,0.3
CCOc1cc(/C=C\c2nc(O)c([N+](=O)[O-])c(=O)[nH]2)ccc1OC(C)CC (configuration not stated),/,14.6,/,15.8,/,-2.5,5.4,0.1
Cc1ccc(CN2CC(C(=O)N(C)CC(=O)Nc3cccc(F)c3)CC2=O)cc1 (configuration not stated),3.8,0.2,-0.6,2.9,1.0,1.5,0.2,0.2
N#Cc1cccc(-c2ccc(C3[C@H]4CNC[C@@H]3N4Cc3cc(F)ccc3F)cc2)c1 (some centres not stated),/,-7.8&4.4,/,0.1&-3.9,/,-4.1&-11.0,0.1&3.2,0.0&0.0
COC(=O)C=CSC(=S)C1CCCC1=N (configuration not stated),-0.3,-12.9,1.6,0.2,0.7,-3.5,/,0.2
CN(C)CC(=O)N[C@@H]1C=C[C@H](CC(=O)NCc2ccccc2F)O[C@@H]1CO,-1.4,-0.7,0.0,0.8,6.8,5.4,-1.5,-0.1
CCOc1ccccc1NC(=S)NC(=O)c1ccco1,2.0,-11.1,-1.7,-1.6,0.8,3.3,5.6,-0.2
Cc1cccc(N/N=C/c2ccncc2)c1,0.1,-78.7,15.7,7.0,0.2,-0.6,-2.2,0.4
CCOC(=O)C1(Cc2ccccc2C(F)(F)F)CCN(CC2CC2)CC1,-3.1,5.5,21.7,7.2,4.3,0.7,-0.2,0.0
CCCC(CCC)C(=O)Oc1cc(C)[nH]c(=O)c1[N+](=O)[O-],/,1.7,/,4.3,/,1.0,1.8,0.3
O=C(C(=O)N1CCN(c2ccc(F)cc2)CC1)N1CCCCC1,13.5,3.1,-6.0,-2.0,3.3,-2.8,-1.5,0.1
CCc1nc2c(OCCC3CCCCC3)cccn2c1N(C)C(=O)c1ccc(C)cc1,/,8.4,-28.8,-1.1,3.3,-1.9,0.8,-0.1
C[C@H](NC(=O)[C@@H]1Cc2ccccc2CN1C(=O)OC(C)(C)C)C(=O)NC1CCCC1,-5.7,4.8,-1.7,-0.5,/,-1.3,-1.5,0.0
O=C(Cn1ncc2c([nH]c3ccccc32)c1=O)Nc1ccc(F)cc1F,-4.2,9.6,2.3,7.9,1.0,-5.9,-2.3,0.3
C[C@@H]1CN([C@H](C)CO)C(=O)Cc2cc(NC(=O)Cn3cnnn3)ccc2O[C@H]1CN(C)C(=O)Nc1ccc(F)cc1,3.0,6.7,28.2,/,/,/,/,-0.1
C[C@H](CO)N1C[C@H](C)[C@H](CN(C)S(=O)(=O)c2ccc(F)cc2)Oc2ccc(NC(=O)Nc3ccc4c(c3)OCO4)cc2C1=O,-17.6,5.9,-42.9,-2.2,3.8,4.0,5.1,-0.1
COc1ccc(NC(=O)Nc2ccc3c(c2)CC(=O)N([C@H](C)CO)C[C@H](C)[C@H](CN(C)C(=O)Nc2c(C)noc2C)O3)cc1,4.9,11.3,-25.6,/,2.2,/,/,-0.1
CCc1noc(C)c1C(=O)NNC(=O)c1cc(OC)cc(OC)c1,/,6.4,-3.4,1.5,1.9,-1.7,-1.0,0.1
CC(=O)Nc1ccc2c(c1)C(=O)N(C)[C@H]1CC[C@H](CC(=O)NCc3ccc4c(c3)OCO4)O[C@H]1CO2,3.4,8.4,1.9,/,3.3,/,/,0.4
CCOC(=O)C1=C[C@@H](C(C)(C)C)N(S(=O)(=O)c2ccc(C)cc2)[C@H]1c1ccc(OC)cc1,-2.7,-6.0,-2.2,-1.1,1.0,-3.6,-3.2,/
Cc1cccc(C)c1OCC(=O)N/N=C/c1cc2c(cc1[N+](=O)[O-])OCO2,-8.2,4.2,7.6,-1.9,-0.4,-2.6,13.0,/
CC(Oc1cc(C(F)(F)F)cc(C(F)(F)F)c1)C(=O)NC(N)=O (configuration not stated),-0.4,/,7.1,-7.4,0.0,0.2,-2.6,/
CNC[C@@H]1Oc2ccc(NC(=O)C3CC3)cc2C(=O)N([C@H](C)CO)C[C@@H]1C,4.8,-14.3,7.1,1.4,-0.1,-1.8,-2.8,0.1
O=C(c1cc2cc(Br)ccc2o1)N1CCOCC1,/,-17.4,/,10.6,/,-22.6,-1.6,0.0
CCOc1ccc(N(CC(=O)NCc2cccnc2)S(=O)(=O)c2ccc(F)cc2)cc1,/,-11.1,3.5,0.3,-0.6,2.2,-3.8,-0.1
COc1ccc(-n2c3nc4ccccc4nc3c3c(=N)oc(C)nc32)cc1,0.0,-7.3,-2.9,/,6.7,/,/,/
CCn1c(CCNC(=O)c2ccc(OC)cc2)nnc1SCC(=O)Nc1ccccc1F,-11.1,11.1,0.8,-3.7,0.8,2.4,-2.8,0.2
COc1ccc(NC(=O)CSc2nc3ccc(Nc4nc(N5CCOCC5)nc(N5CCOCC5)n4)cc3s2)cc1,/,-1.1,12.1,1.9,-0.2,7.5,9.0,0.0
O=C(O)CC1(Cc2nc(-c3cccs3)no2)CCCC1,-10.3,1.6,8.4,-26.1,-1.0,-1.3,1.0,-0.1
O=C(C1CCOCC1)N1C[C@@H]2[C@H](c3ccccc31)[C@@H](CO)N2C(=O)Nc1ccccc1F,-10.4,-10.7,-11.8,0.0,-9.4,8.4,9.4,0.0
CO[C@@H]1CN(C)C(=O)c2cc(NC(=O)C3CCC3)ccc2OC[C@@H](C)NC[C@@H]1C,/,8.1,3.1,0.0,0.5,-3.6,-1.9,0.0
CN1CCN(C(=O)CCN2C(=O)c3ccccc3S2(=O)=O)CC1,-6.3,26.0,1.4,0.8,-3.5,2.4,-1.0,0.0

# The list goes on (3 carried over from the part before).
SMILES,PGC1a acetyl inh,LGR2 antag,Statin myotox sup,ERAP1 inh,Cneo AK release,S100A4 inh HTS,SIRT5 inh,XiGFP reactiv
O=C(C1CCOCC1)N1C[C@@H]2[C@H](c3ccccc31)[C@@H](CO)N2C(=O)Nc1ccccc1F,-10.4,-10.7,-11.8,0.0,-9.4,8.4,9.4,0.0
CO[C@@H]1CN(C)C(=O)c2cc(NC(=O)C3CCC3)ccc2OC[C@@H](C)NC[C@@H]1C,/,8.1,3.1,0.0,0.5,-3.6,-1.9,0.0
CN1CCN(C(=O)CCN2C(=O)c3ccccc3S2(=O)=O)CC1,-6.3,26.0,1.4,0.8,-3.5,2.4,-1.0,0.0
C[C@H](CO)N1C[C@H](C)[C@@H](CN(C)C(=O)c2cccc(F)c2)Oc2ncc(C3=CCCCC3)cc2C1=O,-8.6,6.0,-0.2,7.4,-2.1,3.0,1.9,0.7
O=C(Cn1c(=O)cnc2ccccc21)N1CCN(S(=O)(=O)c2ccccc2Br)CC1,/,-6.7,8.7,-1.1,-0.8,-0.4,-2.2,-0.1
COCCSc1nnc(NC(=O)C2CC(=O)N(c3ccc(Cl)cc3)C2)s1 (configuration not stated),/,16.8,/,3.4,/,-0.4,0.7,0.2
c1ccc(CNCCCn2cnc3c(OCc4ccccc4)ncnc32)cc1,-7.1,-16.2,-2.2,/,1.8,-2.7,/,0.0
CN(C)c1ccc(/C=N/NC(=O)CNC(=O)/C=C/c2ccccc2)cc1,/,-3.8,4.7,-2.7,-3.0,3.5,0.6,-0.1
N#CCCN(Cc1ccccc1)C(=O)c1nccnc1C(=O)O,0.1,-22.0,-1.9,1.9,2.1,1.3,-5.5,0.0
CCCC#Cc1cnc2c(c1)C(=O)N([C@H](C)CO)C[C@H](C)[C@H](CN(C)S(=O)(=O)c1ccccc1)O2,0.6,-12.1,2.2,2.9,1.1,5.4,2.2,-0.9
CN(c1ncnc(N)c1[N+](=O)[O-])C1CCCCC1,/,28.1,?,-0.4,2.0,-0.5,-0.7,0.1
Cc1cc(NN)nc(Cc2ccccc2)n1,/,-7.0,-10.4,0.9,-0.1,0.6,1.2,0.0
O=C(Cn1c(C(F)(F)F)nc2ccccc21)c1ccccc1,-8.7,7.6,-2.0,0.4,0.6,-10.2,-3.5,/
Cc1ccc(C2CC(C(F)(F)F)n3nc(C(=O)Nc4c(C)n(C)n(-c5ccccc5)c4=O)cc3N2)cc1 (configuration not stated),-3.7,10.7,5.6,2.6,/,3.6,-1.8,0.0
COc1ccc(NC(=S)NNC(=O)CCn2cc([N+](=O)[O-])cn2)cc1,/,23.4,/,-0.3,/,2.2,-4.6,2.4
COCC(=O)N(C)C[C@H]1Oc2cc(-c3cccnc3)ccc2S(=O)(=O)N([C@@H](C)CO)C[C@@H]1C,6.2,9.8,-16.0,0.1,-2.3,-2.6,1.5,-1.0
COc1cccc(CN2[C@@H](CO)[C@@H]3c4ccccc4N(C(=O)CC(F)(F)F)C[C@@H]32)c1,-7.6,-13.7,36.9,-1.0,6.2,18.7,4.2,0.3
OCCCNCc1ccc(Cl)cc1Cl,-1.0,/,/,1.6,/,-2.7,1.2,0.0
C[C@H]1CN([C@@H](C)CO)C(=O)c2cccc(NC(=O)c3ccc(-c4nccs4)cc3)c2O[C@@H]1CN(C)C(=O)Nc1cccc2ccccc12,/,-8.7&20.5,-33.3&-9.7,0.1&-1.2,13.3&-1.0,-9.8&0.2,2.8,-0.9&0.6
